# Screening data as filed in PubChem.
# ELG1 DNA repair: ELG1-dependent DNA repair inhibition; HEK293T ELG1-luciferase reporter, luminescence, 16 h; DNA damage induced by 5-fluorouridine; Potency, µM (titrated, usually from 46.1 µM), for the others: at the top dose activity change, negative = inhibition, most hits filed as inhibitors; 330,000 compounds, 2.3% hits; AID 504467; further: potency means the concentration at half of the fitted maximal effect; on the % scale 0 is the no-effect control and ±100 the full control effect; nearly all actives have a fitted effect of over 55% in size
#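 Luminescence from the luciferase reporter, measured 30 min after ONE-Glo reagent at room temperature, was the read-out. Beforehand, 2,000 cells per well were exposed for 16 hr at 37 °C to 5-fluorouridine together with compound or vehicle.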
# RORgamma inh: ROR gamma (mouse) transcription inhibition; Drosophila S2 Gal4-RORgamma UAS-luciferase reporter, 20 h; Potency, µM (series often up to 53.6 µM), without a hit: top-dose activity change, negative = inhibition, most hits filed as inhibitors; 310,000 compounds, 5.4% hits; AID 2551; P51450; further: potency means the concentration at half of the fitted maximal effect; on the % scale 0 is the no-effect control and ±100 the full control effect; nearly all actives have a fitted effect of over 60% in size
#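 Stably transfected Drosophila Schneider cells are the test system, with ROR gamma fused to Gal4 and luciferase under UAS control; luminescence is read after 20 hr of 700 uM copper sulfate induction at ambient temperature.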
# Gal4-VP16 FLuc: counter-screen for ROR gamma inhibitors: Gal4-VP16 reporter; Drosophila S2 Gal4-VP16 UAS-luciferase, luminescence, 20 h; Potency, µM (series often up to 53.6 µM), for the others: top-dose activity, negative = inhibition, actives largely listed as inhibitors; 310,000 compounds, 3.5% hits; AID 2546;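 further: Gal4-VP16 expression switched on by copper sulfate through the metallothionein promoter; potency means the concentration at half of the fitted maximal effect; on the % scale 0 is the no-effect control and ±100 the full control effect; nearly all actives have a fitted effect of over 50% in size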
# KCNH2 3.1 inh: KCNH2 3.1 (human) potassium channel inhibition. U2OS KCNH2 3.1, thallium flux FluxOr; active compounds read low. activity change, % (tested at about 1.8 µM). 340,000 compounds, 0.95% hits. AID 720553;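 active means maximum activity change below -70%; inconclusive means maximum activity change from -70% to -50%; inactive means maximum activity change above -50%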;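 further: thallium influx rate constant from kinetic fluorescence after stimulation buffer; on the % scale 0 is the no-effect control and ±100 the full control effect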
#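 FluxOr-based Tl+ influx in U2OS cells transduced with KCNH2 3.1 virus; rate constants normalized to DMSO controls.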
# Rab9 prom act: Rab9 promoter activation | AID 485297 | Huh7 Rab9 promoter-luciferase reporter, luminescence, 24 h | 320,000 compounds, 2.8% hits | Potency, µM (highest dose often 9.22 µM), for the others: at the top dose activation, negative = inhibition, usual class: activators; further: potency means the concentration at half of the fitted maximal effect; % of control where 0% means no effect; nearly all actives have a fitted effect of over 60% in size
#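 Huh7 cells stably carrying a Rab9 promoter-luciferase reporter, 1500 cells per well in OP-MEM I with 10% FBS, treated with compound 24 hours at 37C. Luciferase activity read by luminescence after 10 minutes with Amplite reagent.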
# PKM2 activator: activators of human pyruvate kinase M2; purified PKM2, Kinase-Glo ATP luminescence, activation; response scale: 0% is enzyme alone, no compound; Potency, µM (titrated, usually from 57.5 µM), for the others: at the highest dose activation, usual class: activators; 260,000 compounds, 0.34% hits; AID 1631; further: potency means the concentration at half of the fitted maximal effect; on the % scale 0 is the no-effect control and ±100 the full control effect; nearly all actives have a fitted effect of over 55% in size
#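 Purified hPK-M2 (>95% pure) converted ADP (0.1 mM final) to ATP with 0.5 mM PEP in 50 mM imidazole pH7.2, KCl, MgCl2, Tween 20, BSA; 1 h at room temperature. ATP detected by Kinase-Glo luminescence.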
# Mito fusion act: blocks mitochondrial division or promotes mitochondrial fusion. S. cerevisiae fusion-defective mutant growth rescue, CellTiterGlo 48 h. Potency, µM (highest dose often 46.1 µM), for inactives: at the highest dose growth rescue (activation), actives largely listed as activators. 320,000 compounds, 0.23% hits. AID 485298;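 further: potency means the concentration at half of the fitted maximal effect; % of control where 0% means no effect; nearly all actives have a fitted effect of over 45% in size; temperature-sensitive fusion mutants such as fzo1-1 at 37 °C on non-fermentable ethanol glycerol medium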
#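 Read-out: ATP-based luminescence (CellTiterGlo, 10 min ambient) reporting growth of fusion-defective ts yeast after 48 hours at 37C on glycerol/ethanol YPEG medium in the presence of compound.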
# NPC1 prom act: activates the NPC1 promoter | Huh7 NPC1 promoter luciferase reporter, 24 h | Potency, µM (titrated, usually from 9.22 µM), for inactives: at the highest dose activation, usual class: activators | 320,000 compounds, 2.4% hits | AID 485313;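 further: potency means the concentration at half of the fitted maximal effect; % of control where 0% means no effect; nearly all actives have a fitted effect of over 60% in size; reporter is driven by a mutant NPC1 promoter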
#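 Stable NPC1-promoter luciferase Huh7 line; cpd (DMSO) 24 h, 37 °C, 5% CO2; Amplite luciferase reagent 10 min RT; luminescence readout. qHTS format.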
# Menin MLL FP TR: displaces Texas Red mutant MLL peptide from human menin; Potency, µM (top dose mostly 61.6 µM), inactives show at the top dose FP activity change, negative = inhibition, hits mostly inhibitors; 270,000 compounds, 0.23% hits; Menin + Texas Red MLL mutant peptide, fluorescence polarization; AID 1768; active means well fitted inhibition curve with a large enough effect in the polarisation, with a control signal flat, not every such curve was filed as active; inconclusive means small, poorly fitted or top-dose-only effect, or effect the other way, or a change in a side signal; inactive means no such curve, though single readings can be large or run the other way; the % refers to the polarisation; further: potency means the concentration at half of the fitted maximal effect; % of control where 0% means no effect; many of its hits are not listed in these tables
# MBNL1 CUG block: inhibitors of human MBNL1 binding to CUG repeat RNA. TR-FRET MBNL1-His/biotin-(CUG)12 binding, 665/545 ratio. Potency, µM (top dose mostly 57.5 µM), for the others: at the highest dose activity change, negative = inhibition, actives largely listed as inhibitors. 280,000 compounds, 0.036% hits. AID 2675; active means well fitted inhibition curve with a large enough effect in the signal ratio, with a control signal flat, not every such curve was filed as active; inconclusive means small, poorly fitted or top-dose-only effect, or effect the other way, or a change in a side signal; inactive means no such curve, though single readings can be large or run the other way; the % refers to the signal ratio; further: potency means the concentration at half of the fitted maximal effect; on the % scale 0 is the no-effect control and ±100 the full control effect
# Target sequence (Q9NR56 whole entry, looked up): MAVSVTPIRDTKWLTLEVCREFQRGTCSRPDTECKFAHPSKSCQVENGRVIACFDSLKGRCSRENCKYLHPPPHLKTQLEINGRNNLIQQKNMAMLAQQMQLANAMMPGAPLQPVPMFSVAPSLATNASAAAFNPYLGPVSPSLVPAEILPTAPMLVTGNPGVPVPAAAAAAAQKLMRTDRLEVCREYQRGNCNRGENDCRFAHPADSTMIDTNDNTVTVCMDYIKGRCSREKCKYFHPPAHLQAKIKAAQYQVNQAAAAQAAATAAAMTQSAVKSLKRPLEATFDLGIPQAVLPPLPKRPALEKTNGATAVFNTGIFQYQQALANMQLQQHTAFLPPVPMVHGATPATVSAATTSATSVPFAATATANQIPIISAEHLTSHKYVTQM
#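 Compounds (final 92 nM to 58 uM) are added to His-tagged MBNL1 and biotin-(CUG)12, then terbium anti-His antibody and streptavidin-XL665 (5 nM final). After 60 min at room temperature, the 665/545 nm ratio is read.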
# FLuc counter: inhibits or activates purified firefly luciferase, miR-21 counter-screen; purified FLuc, Km substrates, luminescence inhibition; P08659; Potency, µM (highest dose often 57.5 µM), for inactives: at the top dose activity change, negative = inhibition, usual class: inhibitors; 360,000 compounds, 6.9% hits;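 further: potency means the concentration at half of the fitted maximal effect; plate controls were vehicle for no effect and reference inhibitor for full effect; nearly all actives have a fitted effect of over 55% in size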
# Target sequence (P08659 whole entry, looked up): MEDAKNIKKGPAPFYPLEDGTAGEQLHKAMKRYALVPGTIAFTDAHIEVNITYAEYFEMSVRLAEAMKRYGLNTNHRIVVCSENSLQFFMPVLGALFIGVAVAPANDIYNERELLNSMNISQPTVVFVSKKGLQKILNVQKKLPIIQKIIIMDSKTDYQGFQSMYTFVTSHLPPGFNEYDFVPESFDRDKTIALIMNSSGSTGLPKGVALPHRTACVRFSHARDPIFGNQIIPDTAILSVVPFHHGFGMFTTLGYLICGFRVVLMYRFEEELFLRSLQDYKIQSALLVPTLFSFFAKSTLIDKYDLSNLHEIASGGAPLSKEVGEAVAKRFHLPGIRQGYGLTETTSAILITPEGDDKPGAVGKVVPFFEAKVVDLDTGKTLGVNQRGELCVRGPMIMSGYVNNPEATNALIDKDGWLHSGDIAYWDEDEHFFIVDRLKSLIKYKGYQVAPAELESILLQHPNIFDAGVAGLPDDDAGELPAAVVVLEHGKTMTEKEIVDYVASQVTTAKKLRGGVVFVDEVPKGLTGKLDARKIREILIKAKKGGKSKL
#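 Purified P. pyralis luciferase (10nM final) with 10uM D-luciferin and 10uM ATP (Km levels) in 50mM Tris acetate pH 7.5, 10mM Mg acetate, 0.01% Tween-20, 0.05% BSA; qHTS 6-point titration, ~60 µM downward; luminescence read.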
# * hit, by the source's call; u = inconclusive; x = not tested or not shown; [ ] = remark or other dose. Unless noted, the call rests on the fitted dose curve; in most records, active means well fitted curve in the direction sought with a large enough effect; inconclusive means small, poorly fitted or top-dose-only effect, or another doubt; inactive means no such curve, though single readings can be large; an effect the other way counts as inactive or inconclusive. A portion of the library. The share of hits here may be higher or lower than overall.
SMILES,ELG1 DNA repair,RORgamma inh,Gal4-VP16 FLuc,KCNH2 3.1 inh,Rab9 prom act,PKM2 activator,Mito fusion act,NPC1 prom act,Menin MLL FP TR,MBNL1 CUG block,FLuc counter
COc1ccc(S(=O)(=O)NCCSCc2ccco2)cc1OC,u,-3%,17%,-5,-3%,17%,2%,0%,u,-1%,8%
Cc1ccc(N(CC(=O)Nc2cc(Cl)ccc2Oc2ccccc2)S(C)(=O)=O)cc1C,-14%,0%,4%,-18,1%,8%,2%,-1%,11%,-1%,4%
CC(=O)Nc1ccc(NC(=O)C(C)OC(=O)CN2C(=O)C3CCCCC3C2=O)cc1 (stereo unspecified),12%,x,x,4,1%,x,-4%,0%,x,x,4%
COc1ccc(/C=N\NC(=O)C2COc3ccccc3O2)cc1O (stereo unspecified),u,-20%,4%,0,-3%,-8%,3%,-1%,x,u,24µM*
CCOc1ccc(N(C(C)C(=O)N/N=C(\C)C(C)(C)C)S(C)(=O)=O)cc1 (stereo unspecified),-5%,11%,-1%,12,0%,-4%,1%,-1%,-9%,-3%,3%
CCCNC(=O)C(Cc1ccccc1)NC(=O)c1ccccc1 (stereo unspecified),23%,x,x,6,2%,x,-2%,-5%,x,x,3%
COCCNC(=O)C1CCC(=O)N(c2ccc(OC)cc2)C1c1ccc(OC)c(OC)c1 (stereo unspecified),1%,14%,-8%,4,0%,-4%,-2%,3%,2%,-9%,7%
CCOC(=O)c1nnc(-c2ccc(C)cc2)nc1Sc1ccc(Cl)cc1,7%,3%,-5%,-7,-4%,-14%,-3%,13%,x,-21%,-4%
Cc1ccc(CNC(=O)c2ccccc2-n2cnnn2)cc1,27%,11%,0%,-4,-4%,-1%,4%,1%,x,x,-2%
O=C(CN(c1ccccc1)S(=O)(=O)c1ccccc1[N+](=O)[O-])Nc1cccnc1,2%,27%,-7%,-38,-3%,3%,1%,-1%,22%,8%,-1%
Cc1cc(=O)[nH]c(N/N=C/c2c(C)nn(-c3ccccc3)c2Cl)n1,-23%,u,u,4,1%,-1%,-6%,2%,x,-2%,u
COc1ccc(/C=C/C2=CC(C)(C)NC(=S)N2)cc1OC,-17%,3.2µM*,-16%,-4,-5%,1%,-5%,8%,-2%,u,-18%
COc1c(Cl)ccc(Cl)c1C(=O)NC(=O)N1CCOCC1,21%,-13%,4%,-3,-1%,-1%,2%,1%,-7%,1%,-2%
C=CCNC(=O)/C(=C/c1ccccc1OCC)NC(=O)c1ccccc1,8%,-24%,3%,0,-7%,3%,-7%,-3%,-9%,2%,7%
CCCn1c(=O)c(C(=O)NNC(=O)c2ccc(Cl)cc2Cl)c(O)c2ccccc21,0%,-43%,-15%,3,1%,x,4%,-1%,u,0%,5%
CC1(C)CC(NC(=O)C(=O)NCCc2ccccc2)CC(C)(C)N1,0%,-18%,-24%,7,-9%,0%,2%,-7%,x,-3%,-3%
O=C(Nc1cccnc1)c1cc(-c2cccs2)on1,-5%,5%,4%,-18,u,-5%,-1%,0%,u,2%,1.7µM*
CCOC(=O)N1N=C(C)CC1(O)c1ccc(Cl)cc1 (stereo unspecified),4%,-16%,4%,8,13%,-17%,-5%,-1%,-10%,-7%,-4%
c1ccc2c(CSCc3nc4ccccc4[nH]3)cccc2c1,3%,u,u,-8,-1%,2%,7%,2%,48%[activator],2%,11µM*
Cc1nc2ccccc2c2nc(NC(=O)Cc3ccccc3)nn12,20%,4%,-10%,19,-3%,1%,2%,6%,16%,0%,-10%
Cc1cc(C)c(OCCn2ccnc2)c(C)c1,-11%,-30%,-10%,6,-1%,-1%,-5%,-5%,-4%,-5%,6%
CN(Cc1cccc(Cl)c1Cl)CC(O)COc1ccccc1 (stereo unspecified),-1%,15%,5%,-13,2%,x,-37%[inhibitor],3%,-15%,-14%,-5%
Cc1noc(C)c1COc1ccc(C(=O)OCC(=O)OC(C)(C)C)cc1,-5%,u,u,2,-1%,-2%,4%,-5%,u,-7%,-4%
CC(=O)c1cccc(NC(=O)C2CCCN2S(=O)(=O)c2cccc3cccnc23)c1 (stereo unspecified),u,9%,2%,-12,-9%,-9%,-2%,1%,3%,-12%,1%
Cc1cc(Br)cc2c(C(=O)NCC3CCCO3)cc(-c3ccccc3)nc12 (stereo unspecified),u,u,-2%,-17,17%,1%,2%,12%,12%,21%,1.3µM*
CCN1CCN(C(c2ccccc2)c2nnnn2CCc2ccc(OC)c(OC)c2)CC1 (stereo unspecified),16%,-8%,-2%,7,-3%,-1%,-1%,-2%,9%,10%,2%
O=C(Nc1ccc(Cl)cc1)NC1CCS(=O)(=O)C1 (stereo unspecified),6%,20%,-2%,-5,8%,-5%,-3%,2%,7%,5%,1%
O=C(c1ccco1)N1CCN(S(=O)(=O)c2ccccc2)CC1,10%,6%,-5%,1,0%,13%,0%,-6%,1%,-7%,0%
CN(C(=O)COC(=O)/C=C/c1ccc(C(F)(F)F)cc1)C1CCS(=O)(=O)C1 (stereo unspecified),-7%,u,-11%,-5,0%,-1%,-2%,1%,x,11%,-1%
COc1ccc(N2CCN(C(=O)c3ccc(Br)cc3)CC2)c([N+](=O)[O-])c1,u,u,u,u,-2%,-5%,-1%,0%,-25%,u,-2%
COC(=O)c1ccc(OC)c(CSc2nnc(COc3ccc(OC)cc3)o2)c1,-22%,-9%,0%[0.365 µM],-22,-1%,11%,6%,8%,1%,1%,0%
Cc1ccc(S(=O)(=O)NC(CC(C)C)C(=O)N2CC(C)OC(C)C2)cc1 (stereo unspecified),-6%,-3%,4%,3,0%,2%,3%,7%,x,-12%,2%
COc1ccc(NC(=O)CN(C)C(=O)CNC(=O)c2cccs2)cc1,-6%,x,x,11,-2%,-1%,0%,0%,7%,0%,4%
COc1ccccc1NC(=S)NC(NC(C)=O)C(Cl)(Cl)Cl (stereo unspecified),0%,2%,-1%,5,-3%,-2%,-4%,-1%,x,-9%,0%
O=C(OCC(=O)N1CCC(Cc2ccccc2)CC1)c1ccccc1NCCO,0%,x,x,-3,16%,x,10%,12%,x,x,-16%
CCN(CC)c1ccc(NC(=O)CN(C)Cc2cccs2)cc1,-17%,0%,-12%,-2,-3%,-5%,-4%,-6%,u,8%,u
O=C1CN(C(=O)/C=C/c2cc(Br)ccc2F)CCN1,-1%,5%,4%,-47,2%,4%,5%,-3%,-2%,8%,6%
COc1ccc(Cl)cc1NS(=O)(=O)c1cccc(C(=O)NCC2(N(C)C)CCCCC2)c1,14%,-13%,-5%,-49,-1%,x,3%,2%,x,-4%,3%
Oc1ccc(/C=N/N2CCN(Cc3ccccc3)CC2)cc1,-5%,-8%,-7%,-16,0%,-5%,0%,9%,6%,13%,-1%
Cc1ccc(S(=O)(=O)Nc2ccc(NC(=O)c3cccnc3)cc2)cc1,u,9%,2%,12,-12%,-1%,3%,-3%,24%,-17%,6%
COc1ccc(CN2C(=O)/C(=C/c3ccc(-c4ccc(Cl)c(C(=O)O)c4)o3)SC2=S)cc1,14%,7%,4%,x,4%,u,5%,4%,35%[activator],-2%,u
c1ccc(Cn2ncc3c(N4CCOCC4)ncnc32)cc1,24%,29%,-7%,6,1%,u,0%,0%,12%,7%,1%
CS(=O)(=O)c1ccc2nc(NC(=O)c3ccc(Cn4cc(Br)cn4)o3)sc2c1,-1%,17%,-5%,-95*,20%,4%,0%,u,x,1%,4.8µM*
CN(/N=C/c1cccs1)c1cc(=O)n(C)c(=O)[nH]1,14%,15%,0%,3,-4%,18%,-3%,0%,-9%,u,-9%
CCc1ccc(NC(=O)CSc2nnnn2C)cc1,u,34%,-23%,-9,u,x,-8%,u,2%,-4%,24µM*
C/C=C/C(=O)OCC(=O)Nc1ccc(OC)c(OC)c1,-3%,-8%,-14%,2,-1%,-9%,-1%,5%,-3%,x,-6%
O=C(NCc1ccccn1)/C(=C/c1ccco1)NC(=O)c1ccccc1,u,-9%,-3%,18,-1%,-5%,-14%,-1%,-6%,7%,0%
